S3 lipid droplet: qHTS Assay for Lipid Storage Modulators in Drosophila S3 Cells; lipid storage change, negative = inhibition, % at the top dose, mostly 46.1 µM; hits show Potency in µM; AID 2685; actives 0.64% (n = 320,000); Drosophila S3 cells, BODIPY lipid droplet fluorescence, 18-24 h; cells fed with added oleic acid; active = well fitted inhibition curve with a large enough effect in the signal ratio, with a control signal flat, not every such curve was filed as active; inconclusive = small, poorly fitted or top-dose-only effect, or effect the other way, or a change in a side signal; the % refers to the signal ratio
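Drosophila S3 cells loaded with oleic acid (400 uM, as added) and compounds at several concentrations; lipid droplets imaged by 488-nm laser-scanning cytometry, 500–530 nm intensity and object ratio to cell channel. Percent activity normalized to 20 uM Triacsin C.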
S3 lipid droplet cell count max: further read-out of S3 lipid droplet, marked with its call; cell number change, %; measured here: cell count max response;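 cells counted by Cell Tracker Red CMTPX staining in the red channel; peak over a dose series mostly up to 46.1 µM; percent activity relative to internal control wells on each plate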
The depositor's hits bear a star; i = inactive; ? = inconclusive; / = not tested or not shown; [ ] = dose if it differs, or a comment. % is scaled to controls: 0 for no effect and ±100 for the full control effect; potency is read from the fitted curve at half-maximal effect. An excerpt. The share of hits here may be higher or lower than overall.

SMILES | S3 lipid droplet | S3 lipid droplet cell count max
Nc1cc(C(=O)OCC(=O)N2CCC(Cc3ccccc3)CC2)ccc1Cl | ? | /
c1ccc(-c2ccc(CN3CCSCC3)cc2)cc1 | ? | /
CCCC(=O)n1nc(-c2cccnc2)nc1N | ? | /
Cc1cc(N/C=C2\CCCCC2=O)no1 | i | /
COC(=O)c1[nH]c2ccccc2c1NC(=O)c1ccccc1[N+](=O)[O-] | ? | /
COc1ccccc1/C=C/CN1CC(C)OC(C)C1 (centres undefined) | ? | /
CP(=O)(COC(=O)c1ccccc1)COC(=O)c1ccccc1 | ? | /
Cc1ccc(S(=O)(=O)N2CCC(Oc3ccc(-n4cnnn4)cc3)CC2)cc1 | -9% | 26
CCOC(=O)N1CCN(C(=O)Cn2ccc3c(OC)cccc3c2=O)CC1 | -6% | 1
COCCNc1nc(N)c([N+](=O)[O-])c(NCCO)n1 | ? | /
O=C(O)C1CC(=O)N(C2CCCCC2)C1c1ccccc1 (centres undefined) | i | -6
COCCNC(=O)c1ccc2c(=O)n(CCOC)c(=O)[nH]c2c1 | ? | /
Cc1ccc(NC(=O)COC(=O)CNC(=O)c2ccc(Cl)cc2Cl)cc1S(=O)(=O)N1CCOCC1 | ? | /
CCOc1ccc2[nH]c(=O)c(CN(CC3CCCN3CC)C(=O)NCc3ccccc3)cc2c1 (centres undefined) | i | 6
Cc1cc2n(n1)C(c1ccc3c(c1)OCO3)Nc1ccccc1-2 (centres undefined) | ? | /
CC1CCN(C(=O)CCNS(=O)(=O)c2ccc(Br)cc2)CC1 | ? | /
COc1ccc(/C=C/C(=O)NC(C)C)cc1Br | i | /
Cc1ccc(S(=O)(=O)N2CCN(C(=O)C(Cc3ccccc3)NC(=O)c3ccccc3)CC2)cc1 (centres undefined) | ? | /
Cc1[nH]c(=O)[nH]c(=O)c1NC(=O)c1cccs1 | -9% | 6
Cc1cccc(N(CC(O)CN(C)C)S(=O)(=O)c2ccccc2)c1 (centres undefined) | ? | /
Cc1ccc2nc(N3CCN(Cc4nnnn4Cc4ccccc4)CC3)c(C#N)cc2c1 | i | -1
O=C(CN1CCC(Cc2ccccc2)CC1)Nc1ccc2c(c1)OCCO2 | ? | /
O=C(CCC(=O)N1CCOc2ccccc21)N1CCN(c2ccccc2)CC1 | -6% | 22
Cc1cc(C)n(CCOc2nonc2N)n1 | -29% | -11
CC(C)NCc1nnc(-c2ccc(Cl)cc2)o1 | 5% | 1
Continuation:
SMILES | S3 lipid droplet | S3 lipid droplet cell count max
N#Cc1c(NC(=O)CCC(=O)O)sc2c1CCCCC2 | 9% | 0
CC(C)C[C@H](NC(=O)c1nc[nH]c1C(=O)N1CCC(C)CC1)C(=O)OCc1ccccc1 | 0% | -17
O=C(Nc1ccc(Cl)cc1)Nn1cnc2ccccc2c1=O | ? | /
CC(C)C(=O)Nc1cccnc1 | ? | /
COc1ccc(-n2c(SCC3CNC(=O)O3)nnc2-c2ccc(Cl)cc2)cc1 (centres undefined) | ? | /
O=C(c1cccc(C(F)(F)F)c1)c1c[nH]c(C(=O)NCC2CCCO2)c1 (centres undefined) | ? | /
COCc1cc(C)nc(N2CCN(c3ccccc3)CC2)c1C#N | ? | /
O=C(NNS(=O)(=O)c1ccc(Br)cc1)NC1CCCCC1 | -1% | 10
COc1ccc(CCNC(=O)COC(=O)c2cccs2)cc1 | ? | /
CN(C)c1cccc2c1c(NC(=O)c1ccc(F)cc1)nn2C | -6% | 3
O=C(COc1ccc(S(=O)(=O)N2CCOCC2)cc1)Nc1ccccc1F | i[0.0737 µM] | /
CCC(CCC(=O)NNC(=O)Cc1ccc([N+](=O)[O-])cc1)C(=O)O (centres undefined) | -3% | 1
COc1ccc(-c2[nH]ncc2CNCCCSC)cc1F | 25% | 10
CSC(=NC#N)N1CCN(c2ccccc2)CC1 | ? | /
Cc1cc(OCCN2CCCCCC2)ccc1[N+](=O)[O-] | 0% | -3
Fc1ccc(NCc2cccnc2)cc1F | ? | /
CCOC(=O)c1ccc(NC(=O)N2CCN(C3CCCCC3)CC2)cc1 | 15% | 21
Cc1nnc(NC(=O)c2cc(S(=O)(=O)N3CCCCC3)ccc2Cl)s1 | i | 44
CCCCC(=O)NC(=S)Nc1ccc(S(=O)(=O)N2CCCC2)cc1 | 2% | 5
O=C(c1cccc2ccccc12)N1CCN(c2ccc([N+](=O)[O-])c(NCc3ccco3)c2)CC1 | -9% | -1
O=C(O)/C=C/c1ccc(S(=O)(=O)Nc2ccc(C(=O)NCC(=O)O)cc2)cc1 | ? | /
COc1cc(C2Nc3ccccc3C(=O)N2c2ccc(Cl)cc2)c(Cl)cc1OCC(=O)O (centres undefined) | -4% | 8
O=C(OCCN1C(=O)c2ccccc2C1=O)C1CCN(S(=O)(=O)c2cccs2)CC1 | ? | /
COc1ccc(NC(C)=O)cc1S(=O)(=O)Nc1cccc(S(=O)(=O)NC2=NCCC2)c1 | ? | /
CCc1ccc2nc3sc(C(=O)Nc4nnc(CC)s4)c(N)c3cc2c1 | -4% | 19
(continued)
SMILES | S3 lipid droplet | S3 lipid droplet cell count max
CC(=O)Nc1ccc(Sc2ncccc2C(=O)Nc2cc(Cl)cc(Cl)c2)cn1 | -10% | 2
CN(C)S(=O)(=O)c1ccc(NC(=O)CSc2nc3ccccc3n2-c2ccccc2)cc1 | ? | /
CC1CCCC(NC(=O)CCC(=O)N2CCOc3ccccc32)C1C (centres undefined) | i | /
Cc1cccc(Nc2ccccc2C(=O)OCC(=O)N(C)C2CCS(=O)(=O)C2)c1C (centres undefined) | 10% | -5
CCOc1cc(C2C(C#N)=C(N)Oc3n[nH]c(C)c32)ccc1OCCN1CCOCC1 (centres undefined) | -16% | 6
CC/C(=N\NC(=O)CSCc1ccccc1Br)c1ccc2c(c1)OCCO2 | ? | /
CCOC(=O)N1CCN(C(=O)CSC2=NS(=O)(=O)c3cc(Cl)ccc3N2)CC1 | 1%[0.0737 µM] | 9
NS(=O)(=O)c1ccc(NC(=O)c2cc(Cl)sc2Cl)cc1 | i | -16
COc1cc(C2Nc3cccc4cccc(c34)N2)ccc1OC(C)=O | ? | /
O=C(NCCc1ccccc1)C(=O)N/N=C/c1ccc2c(c1)OCO2 | ? | /
CCOC(=O)CN(C(=O)CSc1nnc2c(n1)[nH]c1ccc(F)cc12)c1ccccc1 | ? | /
Cc1nnsc1C(=O)Nc1ccc(S(=O)(=O)N2CCCCC2)cc1 | ? | /
CCCn1c(SCC(=O)N2N=C3/C(=C/c4ccc(OC)cc4)CCCC3C2c2ccc(OC)cc2)n[nH]c1=O (centres undefined) | ? | /
COCCN(C(=O)CSc1nnc(-c2cccc(OC)c2)n1C)c1c(N)n(Cc2ccccc2)c(=O)[nH]c1=O | ? | /
CC(C)C(=O)Nc1ccc(NC(=S)NC(=O)c2ccc([N+](=O)[O-])cc2)cc1 | 17% | -5
C=CCn1c(SCC(=O)c2ccc(NS(=O)(=O)c3ccccc3)cc2)nnc1-c1cccs1 | ? | /
CC(=O)N1N=C(C)CC1c1ccc(OCc2ccccc2)cc1 (centres undefined) | 8% | 1
O=c1sc2ccccc2n1COc1ccccc1 | ? | /
CCN(Cc1ccccc1)C(=O)Cn1c(=O)n(CC(=O)NCc2ccco2)c(=O)c2sccc21 | ? | /
O=C(COc1ccc2ccccc2c1Br)Nc1ncn[nH]1 | ? | /
O=C(Nc1ccc(Cl)cn1)c1ccc(COCC(F)(F)C(F)F)o1 | ? | /
CCCNC(=O)COc1coc(CN2CCN(c3ccc(F)cc3)CC2)cc1=O | i | 5
COc1cc2nc(C)sc2cc1SC | ? | /
Cc1cc(Br)ccc1NC(=O)c1ccccc1-c1ccccc1 | 1% | 5
Cc1cc2oc(C(=O)NC3CCS(=O)(=O)C3)cc(=O)c2cc1C (centres undefined) | 19% | 0
Other structures.
SMILES | S3 lipid droplet | S3 lipid droplet cell count max
COc1ccc(C(=O)OCC(=O)C(C)(C)C)cc1S(=O)(=O)N(C)CCc1cccnc1 | ? | /
O=C(Nc1cccc2oc(=O)ccc12)c1ccc([N+](=O)[O-])cc1[N+](=O)[O-] | 8% | 2
Cc1ccc(-c2nnc(-c3ccc(NC(=O)Cc4cccs4)cc3)o2)cc1 | ? | /
Cc1ccc(OCc2ccc(C(=O)Nc3c(C)nn(Cc4c(F)c(F)c(F)c(F)c4F)c3C)o2)c([N+](=O)[O-])c1 | -6% | 6
O=C(CCN1CCN(c2ccccn2)CC1)Nc1ccc(F)cc1 | ? | /
CCOC(=O)C(C)Sc1ccc2nnc(CCNS(=O)(=O)c3ccc(C)cc3)n2n1 (centres undefined) | -1% | -13
C=C(C)C(=O)OCC(=O)NCc1ccccc1 | ? | /
Cn1ncc(C(=O)Nc2ccc(Cl)cc2)c1C(F)(F)F | 4% | 19
Cc1nn(-c2cc(C)c3ccccc3n2)c2c1CCC2 | ? | /
CCOC(=O)c1ccc(NC(=S)N2CCN(CCN=CC3=C(O)CC(c4ccccc4)CC3=O)CC2)cc1 (centres undefined) | -2% | 15
CC(C)(C)Sc1ccc(/C=N/O)cc1[N+](=O)[O-] | ? | /
COCCn1c(N)c(N(Cc2ccccc2)C(=O)c2ccc(-c3ccc(Cl)cc3)o2)c(=O)[nH]c1=O | ? | /
Cc1cc(C(=O)COc2ccc3ccc(=O)oc3c2)c(C)n1Cc1cccs1 | 7% | -14
Cc1ccc(NC(=O)C2C3CCC(O3)C2C(=O)O)cc1C (centres undefined) | 3% | 8
CC(OC(=O)c1ncc(Cl)c(Cl)c1Cl)C(=O)NC1CCCCC1C (centres undefined) | ? | /
CC1(C)CC(N2CCN(Cc3ccccc3)CC2)=CC(=[N+]2CCCCC2)C1 | ? | /
NC(=O)C1=C[C@H](c2coc3ccccc3c2=O)C[C@H](OCc2ccc(CO)cc2)O1 | 8% | -12
Cc1ccc(NC(=O)c2cnccn2)cc1S(=O)(=O)N(C)C | ? | /
Cc1cccc(C(=O)NC2CCN(C(=O)Nc3ccccc3C)CC2)c1 | ? | /
OCCCNc1nc(-c2ccc(Br)cc2)nnc1-c1ccc(Cl)cc1 | ? | /
CC1CCCCC12NC(=O)N(CC(=O)N1CCN(S(=O)(=O)/C=C/c3ccccc3)CC1)C2=O (centres undefined) | ? | /
O=C1C2C(c3ccccc3)CC=CC2[C@H](c2cccc([N+](=O)[O-])c2)N1Cc1ccccc1 (some centres undefined) | 16% | 5
COc1ccc(S(=O)(=O)N(CC(=O)NCc2ccncc2)Cc2ccccc2)cc1 | ? | /
CC(NS(=O)(=O)c1ccc(Br)cc1)C(=O)NCc1ccco1 (centres undefined) | -25% | /
Cc1ccc2c(cnn2C(=O)CCC(=O)N2CCCCC2)c1 | 13% | 5

Entries listed so far that have a Cl atom:
SMILES | S3 lipid droplet | S3 lipid droplet cell count max
Nc1cc(C(=O)OCC(=O)N2CCC(Cc3ccccc3)CC2)ccc1Cl | ? | /
Cc1ccc(NC(=O)COC(=O)CNC(=O)c2ccc(Cl)cc2Cl)cc1S(=O)(=O)N1CCOCC1 | ? | /
CC(C)NCc1nnc(-c2ccc(Cl)cc2)o1 | 5% | 1
O=C(Nc1ccc(Cl)cc1)Nn1cnc2ccccc2c1=O | ? | /
COc1ccc(-n2c(SCC3CNC(=O)O3)nnc2-c2ccc(Cl)cc2)cc1 (centres undefined) | ? | /
Cc1nnc(NC(=O)c2cc(S(=O)(=O)N3CCCCC3)ccc2Cl)s1 | i | 44
COc1cc(C2Nc3ccccc3C(=O)N2c2ccc(Cl)cc2)c(Cl)cc1OCC(=O)O (centres undefined) | -4% | 8
CC(=O)Nc1ccc(Sc2ncccc2C(=O)Nc2cc(Cl)cc(Cl)c2)cn1 | -10% | 2
CCOC(=O)N1CCN(C(=O)CSC2=NS(=O)(=O)c3cc(Cl)ccc3N2)CC1 | 1%[0.0737 µM] | 9
NS(=O)(=O)c1ccc(NC(=O)c2cc(Cl)sc2Cl)cc1 | i | -16
O=C(Nc1ccc(Cl)cn1)c1ccc(COCC(F)(F)C(F)F)o1 | ? | /
Cn1ncc(C(=O)Nc2ccc(Cl)cc2)c1C(F)(F)F | 4% | 19
COCCn1c(N)c(N(Cc2ccccc2)C(=O)c2ccc(-c3ccc(Cl)cc3)o2)c(=O)[nH]c1=O | ? | /
CC(OC(=O)c1ncc(Cl)c(Cl)c1Cl)C(=O)NC1CCCCC1C (centres undefined) | ? | /
OCCCNc1nc(-c2ccc(Br)cc2)nnc1-c1ccc(Cl)cc1 | ? | /

More results.
SMILES | S3 lipid droplet | S3 lipid droplet cell count max
COc1cc(S(=O)(=O)NCc2ccccc2Cl)ccc1-n1cnnn1 | i | 10
CC(OC(=O)c1ccc2ncsc2c1)C(=O)N1CCCC1 (centres undefined) | ? | /
C[C@H](NC(=O)c1nc[nH]c1C(=O)N[C@H](C)c1ccccc1)C(=O)OC(C)(C)C | -3% | -17
Cc1c(Cc2ccc3c(c2)OCO3)sc(NC(=O)c2cccc3ccccc23)c1C(N)=O | ? | /
C=CC[n+]1c(-c2ccc(C)cc2)csc1Nc1c(C)n(C)n(-c2ccccc2)c1=O | 1% | 18
CC(C)(C)n1ncc2c(=O)n(CC(=O)N3CCN(c4ccccc4)CC3)cnc21 | 6% | 15
CC1=C(C(=O)N(C)C)C(c2ccccc2OC(F)F)NC(=O)N1 (centres undefined) | ? | /
C=CCc1ccc(OCCOc2cccc3cccnc23)c(OC)c1 | 23% | 7
CC(=O)Nc1ccc(NC(=O)CSc2ncc(C(=O)Nc3ccc(Cl)cc3)c(=O)n2C)cc1 | ? | /
COc1ccc(C(=O)/C=C2/C(=O)Nc3ccccc32)cc1OC | ? | /
N=c1c2ccccc2nnn1-c1cccc(C(F)(F)F)c1 | ? | /
CN(C)c1nc(-c2ccccc2)c2cc(Cl)ccc2n1 | ? | /
COc1ccc(-c2[nH]ncc2CN2CCC(c3ccncc3)CC2)cc1F | ? | /

Screening results as filed in PubChem.
